High-throughput results deposited in PubChem BioAssay by several laboratories.
Cdc42 wt: changes GTP binding to wildtype human Cdc42; P60953; GST-Cdc42 beads, Bodipy-GTP binding, flow cytometry; actives lie on both sides; percent activity (GTP binding), % at 10 µM; 190,000 compounds, 0.2% hits; AID 761;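 active = percent activity GTP binding at least 20 points away from the 100% baseline, either down as inhibitor or up as activator; inconclusive = compound flagged as likely green fluorescent from well-wide comparison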;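 note: median bead fluorescence of bound Bodipy-FL-GTP at 100 nM; 0% = excess unlabeled GTP control and 100% = no compound control; below 100% means less GTP binding so inhibitor and above means activator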
Target sequence (P60953 whole entry, looked up): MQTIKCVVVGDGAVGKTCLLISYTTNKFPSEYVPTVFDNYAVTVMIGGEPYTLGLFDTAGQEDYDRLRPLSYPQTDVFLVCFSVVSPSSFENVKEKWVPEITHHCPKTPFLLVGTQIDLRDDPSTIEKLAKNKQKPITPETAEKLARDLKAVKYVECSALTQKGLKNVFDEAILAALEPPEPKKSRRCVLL
Rac1 mut GTP: modulators of GTP binding to human Rac1 activated mutant | P63000 | GST-Rac1 activated beads, fluorescent GTP binding, flow cytometry; actives lie on both sides; 100% means binding = to untreated wells | percent activity (GTP binding), % at 10 µM | 190,000 compounds, 0.11% hits;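 active = GTP binding at least 20 percentage points away from the 100% baseline, in either direction, so actives lie on both sides; inconclusive = Compound likely fluorescent itself, or too few beads counted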
Rab2A wt mod: changes GTP binding to wildtype dog Rab2A, up or down. P61105. GST-Rab2 wt beads, Bodipy-GTP binding, flow cytometry. GTP binding activity, % at 10 µM. 190,000 compounds, 0.19% hits;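 active = GTP binding activity at least 20 points away from 100%, either lowered or raised; inconclusive = signal likely due to the compound's own green fluorescence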;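 note: 0% = beads with excess unlabeled GTP and 100% = no-compound control corrected for plate trend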
GSH bead fluor: compound fluoresces at 488/530 nm on GSH beads; GSH beads flow cytometry, compound fluorescence 488/530 nm; active compounds read high; fluorescence (KMESF) at 10 µM; 190,000 compounds, 0.25% hits; AID 1776; in the data active = fluorescence above about 89;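 note: glutathione beads carrying GST-tagged Bcl family fusion proteins plus one bare bead set; values are compound well signal with DMSO vehicle wells as background; inactives centre near 16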
HRas wt GTP: modulators of GTP binding to human HRas wildtype; 190,000 compounds, 0.14% hits; AID 759; GST-Ras wt beads, Bodipy-FL-GTP binding, flow cytometry; actives lie on both sides; GTP binding activity, % at 10 µM;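 active = GTP binding activity at least 20% away from the 100% baseline, either lowered as inhibitor or raised as activator; inconclusive = flagged as likely green fluorescent, judged across all proteins in the well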;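 note: 0% = unlabeled GTP competition control and 100% = no-compound control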
Target sequence (P01112 whole entry, looked up): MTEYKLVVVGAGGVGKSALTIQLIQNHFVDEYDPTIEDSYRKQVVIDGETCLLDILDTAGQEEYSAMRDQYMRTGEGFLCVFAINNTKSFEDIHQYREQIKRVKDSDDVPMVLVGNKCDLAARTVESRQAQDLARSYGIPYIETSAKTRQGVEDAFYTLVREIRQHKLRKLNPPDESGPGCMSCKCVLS
Avidin fluor: compound fluoresces at 488/530 nm on avidin beads; compound fluorescence 488/530 nm, flow cytometry; active compounds read high; fluorescence (KMESF) at 10 µM; 220,000 compounds, 0.38% hits; AID 1775; in the data active = fluorescence above about 47; note: inactives centre near 10
ABCB1 inh: human ABCB1 inhibition, ABCG2 as counter-screen; P08183; CCRF-Adr cells, JC-1 efflux, flow cytometry; inhibition, % at 6.6 µM; 190,000 compounds, 0.067% hits; in the data active = inhibition above about 40%;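 note: 0% = vehicle and 100% = reference inhibitor; higher value means more JC-1 retained so stronger ABCB1 efflux block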
Pf gamet viab: P. falciparum stage V gametocyte viability inhibition | P. falciparum stage V gametocytes, ATP luminescence, 24 h | inhibition, % at 10.9 µM | 150,000 compounds, 0.065% hits;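 active = inhibition above the mean plus 3 SD of compounds within the control limits, set per campaign, cut at about 38% in these data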;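 note: 0% = DMSO wells and 100% = medium only without gametocytes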
Rab7 wt modul: alters GTP binding to wildtype dog Rab7. AID 758. 190,000 compounds, 0.055% hits. GTP binding activity (percent of control), % at 10 µM. GST-Rab7 beads, fluorescent GTP binding, flow cytometry; actives lie on both sides; untreated = 100%, excess cold GTP = 0%;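 active = fluorescent GTP binding to Rab7 beads changed by at least 20 points from the 100% baseline, either direction, mostly lower; inconclusive = compound itself probably fluorescent, or too few beads counted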;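 note: median green fluorescence of bound Bodipy-FL-GTP per Rab7 bead population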
ABCG2 block: blocks JC-1 efflux by human ABCG2 transporter | Q9UNQ0 | IgMXP3 cells, flow cytometry | inhibition, % at 6.6 µM | 190,000 compounds, 0.1% hits;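 active = inhibition above 80%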;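 note: 0% = DMSO and 100% = nicardipine control wells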
Target sequence (Q9UNQ0 whole entry, looked up): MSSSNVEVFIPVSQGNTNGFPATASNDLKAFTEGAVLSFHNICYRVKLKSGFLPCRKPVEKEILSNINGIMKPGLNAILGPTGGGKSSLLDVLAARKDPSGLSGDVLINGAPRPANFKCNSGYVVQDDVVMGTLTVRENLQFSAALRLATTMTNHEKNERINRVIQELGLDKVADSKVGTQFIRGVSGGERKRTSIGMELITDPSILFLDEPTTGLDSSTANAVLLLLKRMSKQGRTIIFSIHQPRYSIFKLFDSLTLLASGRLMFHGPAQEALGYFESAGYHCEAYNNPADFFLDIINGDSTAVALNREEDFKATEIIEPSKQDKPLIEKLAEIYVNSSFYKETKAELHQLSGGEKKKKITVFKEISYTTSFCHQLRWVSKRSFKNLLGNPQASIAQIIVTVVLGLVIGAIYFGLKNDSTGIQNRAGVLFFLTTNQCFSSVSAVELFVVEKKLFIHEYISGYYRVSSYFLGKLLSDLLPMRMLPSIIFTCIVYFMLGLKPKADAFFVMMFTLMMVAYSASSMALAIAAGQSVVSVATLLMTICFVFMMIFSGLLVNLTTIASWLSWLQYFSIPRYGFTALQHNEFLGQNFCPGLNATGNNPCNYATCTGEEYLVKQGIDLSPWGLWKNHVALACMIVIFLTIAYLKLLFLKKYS
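Test system: IgMXP3 (ABCG2) plus far-red-tagged CCRF-Adr (ABCB1) cells. Reagent: JC-1 dye as substrate. Timing: 10 min exposure at 25 °C with rotation, no wash. Measured by: flow cytometric JC-1 green MFI at 530 nm. Read-out: percent efflux inhibition, scaled nicardipine 100% to DMSO 0%. Control set: nicardipine and DMSO wells.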
Rac1 wt GTP bind: human Rac1 wildtype GTP binding, inhibitors and activators | 190,000 compounds, 0.27% hits | GTP binding activity (% of control), % at 10 µM | AID 757 | P63000 | GST-Rac1 beads, fluorescent GTP binding, flow cytometry; actives lie on both sides; 0 = cold GTP competed, 100 = untreated;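 active = GTP binding activity at least 20 points away from the 100% control level, either lower or higher; inconclusive = compound flagged as likely green fluorescent, judged across all proteins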
Numbers without * were called inactive; u = inconclusive; x = not tested or not shown.

structure	Cdc42 wt	Rac1 mut GTP	Rab2A wt mod	GSH bead fluor	HRas wt GTP	Avidin fluor	ABCB1 inh	Pf gamet viab	Rab7 wt modul	ABCG2 block	Rac1 wt GTP bind
COc1ccccc1-n1cnc2cc(NC(C)=O)ccc21	102	96	101	34	99	14	-0.6	x	102	33	100
Cc1c(C)[n+](=O)c2c(n1[O-])CCCCC2	97	95	95	24	95	12	0.1	x	97	1	94
CCOc1ccc(C(=O)NCC(=O)OC(C)C(=O)NCc2ccco2)cc1OCC (stereo not drawn)	100	98	101	32	100	2	-0.9	x	98	0	100
COc1ccc(C2=NCN(c3ccc(C)cc3)C(=S)N2)cc1	100	98	99	10	100	13	0.1	x	100	0	101
O=C(O)/C=C\C(=O)Nc1ccc(Oc2ccc(Br)cc2)cc1	97	96	94	24	97	10	0.1	7	97	0	99
COc1ccc(CNC(=O)NC2CCCCC2)cc1	102	99	103	36	101	11	0.5	2	101	23	101
Cc1ccc(C)c(-n2cc(CN3CCCN(C=O)CC3)c(-c3ccccc3)n2)c1	96	95	99	14	97	1	0.2	-27	106	2	96
Cc1nc2scc(-c3cccs3)c2c(=O)o1	99	96	98	16	99	3	0.6	x	99	4	100
O=C(CC(C(=O)O)C1CCCO1)NCCc1ccc2c(c1)OCO2 (stereo not drawn)	98	95	96	20	99	28	0.2	-26	100	1	98
CCCOC(=O)/C(C)=N\NC(=O)c1ccco1	105	100	103	13	106	12	0.2	x	102	2	108
Cc1ccc2cc3c(NC(=O)c4ccco4)nn(CC(C)C)c3nc2c1	101	99	102	28	103	11	-5.5	x	98	-5	101
CCN(CC)C(=O)CSc1nc2cc3c(cc2c(=O)n1CCCC(=O)NCCc1ccc(OC)c(OC)c1)OCO3	102	101	101	13	102	13	0.2	-33	100	3	106

Look-ups from the entries so far.
In ABCG2 block, Cc1nc2scc(-c3cccs3)c2c(=O)o1 has 4
In Rab7 wt modul, COc1ccc(CNC(=O)NC2CCCCC2)cc1 has 101
In Rab7 wt modul, CCOc1ccc(C(=O)NCC(=O)OC(C)C(=O)NCc2ccco2)cc1OCC (stereo not drawn) has 98

More entries follow.
structure	Cdc42 wt	Rac1 mut GTP	Rab2A wt mod	GSH bead fluor	HRas wt GTP	Avidin fluor	ABCB1 inh	Pf gamet viab	Rab7 wt modul	ABCG2 block	Rac1 wt GTP bind
CCCCN(C)C(=O)CCCc1c[nH]c2ccccc12	101	99	100	59	100	6	2.5	x	95	10	103
CCOC(=O)N1CCN(C(=O)c2cn(CC)c3ccc(S(=O)(=O)N4CCCCC4)cc3c2=O)CC1	96	91	96	8	93	19	1.2	-1	94	0	96
CCc1ccc(C(=O)COC(=O)c2cccs2)cc1	101	98	99	51	99	2	0.6	x	98	3	102
CC(=O)Nc1ccc(-c2cc(-c3ccccc3)nc(-c3ccccc3)n2)cc1	x	x	x	20	x	15	-0.2	12	x	2	x
NNC(=O)CC(=O)NC1(Cc2ccc(O)cc2)CCCCC1	91	93	94	46	95	5	-0.1	4	100	0	96
Cc1cc(NS(=O)(=O)c2ccc(Nc3nc(-c4sc(C)nc4C)cs3)cc2)no1	96	97	97	24	98	8	0.4	x	96	1	99
O=C(COc1ccc(Cl)cc1[N+](=O)[O-])N1CCCCC1	98	97	99	22	99	9	0.1	x	98	1	105
CN(C)CCCO/N=C(\c1ccccc1)c1ccncc1	101	101	101	20	103	15	0.3	-4	103	0	107
Cn1c2ccccc2c2c(C(=O)N3CCN(c4ccc(F)cc4)CC3)cn(C3CCCC3)c(=O)c21	100	97	97	16	100	33	2.9	x	98	4	99
Cc1ccc(-n2ncc3c(=O)n(CC(=O)N4CCCCCC4)cnc32)cc1	101	97	99	35	100	9	0.3	x	100	9	99
N=c1c(C(=O)NCc2ccccc2)cc2c(=O)n3ccccc3nc2n1Cc1ccco1	105	102	105	21	106	17	1.1	x	107	3	104
CCOC(=O)C(C)Sc1nnc(NC(=O)c2cccc([N+](=O)[O-])c2C)s1 (stereo not drawn)	93	95	96	18	95	7	0.2	-8	98	4	100
CCc1c(O)nc(SCC(N)=O)n(-c2ccccc2F)c1=O	u	u	u	19	u	7	0.6	x	u	3	u
CN(C(=O)CCc1nnc(CCCCc2ccccc2)o1)C1CC(C)(C)NC(C)(C)C1	102	98	99	12	99	9	0.1	21	97	7	102
Cc1ccc(N2NC(=O)/C(=C\c3cc4c(cc3[N+](=O)[O-])OCO4)C2=O)cc1C	90	88	89	15	93	3	-4.8	-32	94	-17	93
CCOC(=O)Cc1nnc(NC(=O)c2ncn[nH]2)s1	108	102	107	23	109	16	0.1	5	107	0	104
CC(Oc1ccccc1)C(=O)N1CCCc2ccccc21 (stereo not drawn)	101	100	100	30	101	10	0.8	31	96	1	106
C=CCOC(=O)COc1ccc2c(C)c(C)c(=O)oc2c1	99	96	95	12	96	37	0.2	-37	96	1	95
O=C(Nc1ccc2c(c1)OCO2)C1CC(c2ccccc2Cl)=NO1 (stereo not drawn)	103	99	103	18	103	27	0.7	x	103	26	106
CCn1c(SC(C)C(=O)NC2CCCc3ccccc32)nnc1-c1cccs1 (stereo not drawn)	105	101	101	37	102	7	1.5	x	101	2	106
COc1cc(NC(=O)CSc2nc3ccccc3n2-c2ccccc2)c(C)cc1[N+](=O)[O-]	102	99	98	10	98	4	8.8	x	97	16	105
COc1ccccc1N1CCN(C(=O)CSc2nc(-c3ccco3)cc(C(F)(F)F)n2)CC1	102	102	100	10	105	10	0.8	-12	103	2	107
COc1cc(C2=NOC(C(=O)N3CCCc4ccccc43)C2)cc(OC)c1OC (stereo not drawn)	97	95	96	58	97	10	1.4	x	93	9	97
CCCCN(C)C(=O)c1c[nH]c2ccc(S(=O)(=O)N3CCOCC3)cc2c1=O	104	100	101	16	99	26	0.4	x	101	3	103
CC1CCC(C(=O)NNC(=O)c2cc(-c3ccco3)[nH]n2)CC1 (stereo not drawn)	97	100	104	10	104	6	-0.5	-3	106	-1	109
N=c1sccn1CC(=O)Nc1cccc2ccccc12	101	100	100	61	101	8	0.1	x	99	0	104
CCOC(=O)N1CCN(c2ccc(Cl)cc2)CC1	104	104	103	13	105	7	x	8	102	4	101
Cc1cc(C)c(C#N)c(N2CCCC2)n1	97	96	94	23	97	27	0.3	2	97	4	99
CCOC(=O)NC(=O)/C(C#N)=C\Nc1ccc(Cl)cc1Cl	85	85	85	15	89	13	0.1	-1	89	6	87
NS(=O)(=O)c1ccc(CCNC(=O)CCCCCn2c(=S)[nH]c3ccc(Br)cc3c2=O)cc1	93	94	97	13	99	23	-0.3	x	102	-1	100
CN(C)S(=O)(=O)N(CC(=O)NCCSCc1ccccc1)c1ccccc1	96	94	98	10	96	2	1.2	-17	103	2	94
C/C=C/CSc1nc2c(c(=O)[nH]c(=O)n2C)n1CCC	103	99	103	28	102	9	-1.9	16	102	0	104
COC(=O)c1ccc2c(=O)n(Cc3ccc(C(=O)NC(C)C)cc3)c(=S)[nH]c2c1	95	99	101	11	102	25	-0.1	1	108	0	95
CCOc1cc(S(=O)(=O)NC2CC2)c(OCC)cc1-n1cnnn1	102	99	101	42	105	12	-0.9	x	105	3	111
CCC(=O)N(Cc1ccc(S(N)(=O)=O)cc1)C1CC(=O)N(c2ccccc2)C1=O (stereo not drawn)	101	94	98	30	96	10	0.1	-24	94	0	98
CC(C)(O)/C=C1/Oc2ccccc2C1N1CCCCC1 (stereo not drawn)	100	97	96	13	98	42	0.1	x	96	0	95

Compound profiles (already shown):
Entry for Cc1cc(NS(=O)(=O)c2ccc(Nc3nc(-c4sc(C)nc4C)cs3)cc2)no1 : Cdc42 wt = 96; Rac1 mut GTP = 97; Rab2A wt mod = 97; GSH bead fluor = 24; HRas wt GTP = 98; Avidin fluor = 8; ABCB1 inh = 0.4; Pf gamet viab = x; Rab7 wt modul = 96; ABCG2 block = 1; Rac1 wt GTP bind = 99
Entry for N=c1c(C(=O)NCc2ccccc2)cc2c(=O)n3ccccc3nc2n1Cc1ccco1 : Cdc42 wt = 105; Rac1 mut GTP = 102; Rab2A wt mod = 105; GSH bead fluor = 21; HRas wt GTP = 106; Avidin fluor = 17; ABCB1 inh = 1.1; Pf gamet viab = x; Rab7 wt modul = 107; ABCG2 block = 3; Rac1 wt GTP bind = 104

Additional entries follow.
structure	Cdc42 wt	Rac1 mut GTP	Rab2A wt mod	GSH bead fluor	HRas wt GTP	Avidin fluor	ABCB1 inh	Pf gamet viab	Rab7 wt modul	ABCG2 block	Rac1 wt GTP bind
COCCCn1c(SCC(=O)O)nc2cc(OC)c(OC)cc2c1=N	97	95	96	12	97	10	0.5	x	100	6	95
O=C(O)/C(=C1\OC(=O)c2ccccc21)c1ccccc1	101	99	100	13	103	21	0.2	-1	99	0	105
CCc1ccccc1NC(=O)c1cccc(NC(=O)/C=C/c2ccco2)c1	99	98	100	11	99	8	-0.4	-12	99	-1	102
Cc1cc(NC(=O)CCC(=O)N(CCc2ccccc2)C(C(=O)NC2CCCC2)c2ccco2)no1 (stereo not drawn)	94	96	95	32	95	17	2.0	x	97	2	96
Cc1ccccc1NC(=O)C1c2ccccc2Oc2ccccc21	100	99	100	20	99	14	0.0	x	99	0	102
CCCC(=O)Nc1nnc(SCC(=O)Nc2ccc3c(c2)OCCO3)s1	93	93	95	10	95	5	-0.5	6	93	-1	97
Cc1ccc(OCC(=O)N2CCN(S(=O)(=O)c3ccccc3[N+](=O)[O-])CC2)cc1	103	98	97	15	99	9	1.0	-22	95	6	95
Oc1[nH]c2ccccc2c1/C=N/N1CCCCC1	96	93	95	30	96	12	0.5	16	97	4	96

Structures listed so far that contain a cyano group:
structure	Cdc42 wt	Rac1 mut GTP	Rab2A wt mod	GSH bead fluor	HRas wt GTP	Avidin fluor	ABCB1 inh	Pf gamet viab	Rab7 wt modul	ABCG2 block	Rac1 wt GTP bind
Cc1cc(C)c(C#N)c(N2CCCC2)n1	97	96	94	23	97	27	0.3	2	97	4	99
CCOC(=O)NC(=O)/C(C#N)=C\Nc1ccc(Cl)cc1Cl	85	85	85	15	89	13	0.1	-1	89	6	87

An unsorted share of the library (roughly 1.1% active in at least one column).
